# KCNQ2 block = KCNQ2 potassium channel inhibitors, primary screen, cell-based, CHO-K1, FluxOR thallium flux, B-score (AID 2156) | B-score at 10 µM | Potassium voltage-gated channel subfamily KQT member 2 (Rattus norvegicus), O88943 | hit rate 1.1% among 310,000 | 20 min; hits give low values;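 active means fluorescence ratio B-score at most minus 3 library SDs, with starting brightness B-score within 2 library SDs, cut at about -5.5 in these data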
# Target sequence (O88943 whole entry, looked up): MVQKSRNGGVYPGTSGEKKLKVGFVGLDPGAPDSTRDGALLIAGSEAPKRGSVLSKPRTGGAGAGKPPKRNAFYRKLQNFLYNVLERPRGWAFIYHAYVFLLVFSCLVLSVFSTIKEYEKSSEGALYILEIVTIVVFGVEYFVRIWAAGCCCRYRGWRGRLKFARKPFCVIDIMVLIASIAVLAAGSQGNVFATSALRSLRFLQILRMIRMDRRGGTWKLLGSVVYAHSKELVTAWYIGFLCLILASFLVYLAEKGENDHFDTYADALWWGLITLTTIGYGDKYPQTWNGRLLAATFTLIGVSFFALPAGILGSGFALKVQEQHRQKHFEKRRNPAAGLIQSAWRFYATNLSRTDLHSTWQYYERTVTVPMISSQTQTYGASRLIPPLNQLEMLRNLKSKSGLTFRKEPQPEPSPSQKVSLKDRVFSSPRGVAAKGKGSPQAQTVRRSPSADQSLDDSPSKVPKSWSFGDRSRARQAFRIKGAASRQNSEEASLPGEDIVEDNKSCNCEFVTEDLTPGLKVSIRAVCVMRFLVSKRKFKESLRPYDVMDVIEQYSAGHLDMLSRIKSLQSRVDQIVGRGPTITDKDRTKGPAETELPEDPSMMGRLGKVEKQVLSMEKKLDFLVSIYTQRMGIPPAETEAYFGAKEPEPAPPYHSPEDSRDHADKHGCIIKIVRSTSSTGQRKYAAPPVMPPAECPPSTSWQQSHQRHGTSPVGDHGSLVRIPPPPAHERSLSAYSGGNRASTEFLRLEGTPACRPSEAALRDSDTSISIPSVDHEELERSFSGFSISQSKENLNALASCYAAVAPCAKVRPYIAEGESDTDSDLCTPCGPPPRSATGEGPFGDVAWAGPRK
# Kir21 inh = inhibitors of mouse Kir2.1 inward-rectifier potassium channel | Inward rectifier potassium channel 2 (Mus musculus), P35561 | HEK293-Kir2.1, FluxOR thallium flux fluorescence; hits give low values | B-score at 10 µM | hit rate 0.85% among 310,000 | AID 1672, 2009;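 active means fluorescence ratio B-score at or below minus 3 SD of library scores, with starting-brightness B-score within 2 SD, cut at about -4.2 in these data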;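 further: channel flux triggered by added potassium and thallium sulfate stimulus; B-score of peak minus minimum fluorescence over baseline after thallium stimulus; more negative B-score means stronger Kir2.1 block with less thallium influx; some compounds called inactive have numbers as strong as hits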
# * marks the source's active call; other numbers are inactive results; i = inactive.
Structure	KCNQ2 block	Kir21 inh
Cc1nnc(SCC(=O)Nc2ccc3[nH]c(=O)[nH]c3c2)s1	i	0.06
Cc1occc1C(=O)N1CCN(c2ncccn2)CC1	i	1.1
CCCn1c(=O)[nH]c(=O)c2c1nc(-c1cccs1)n2CCOC	i	-0.82
CC(=O)N1CCc2cc(S(=O)(=O)C(C)CC(=O)NCc3ccc(C)o3)ccc21 (stereo not drawn)	i	0.77
N#C/C(=C/c1ccc(F)cc1)C(N)=S	i	-1.2
O=C(N/N=C/c1ccccc1)c1cc[n+]([O-])cc1	i	0.41
COc1ccc(C)cc1NC(=O)CSc1nnc(-c2ccco2)n1Cc1ccco1	i	-0.73
COc1ccc(C(=O)c2c(C)oc3ccc(O)c(CN4CCOCC4)c23)cc1	i	0
O=C(O)c1ccc(N=NN2CCOCC2)cc1	i	-0.61
Cc1nc2sc(C(c3ccc(Br)cc3)N3CC(C)OC(C)C3)c(O)n2n1 (stereo not drawn)	i	-1.4
O=C(COC(=O)C1CCN(S(=O)(=O)c2ccc3c(c2)OCCO3)CC1)Nc1ccc(C(F)(F)F)cc1	i	0.01
CCOc1ccc(N2CC(C(=O)Nc3ccc(S(=O)(=O)N4CCOCC4)cc3)CC2=O)cc1 (stereo not drawn)	i	1.2
Cc1ccc(C(=O)NCCCNC(=O)Cc2ccccc2)cn1	i	-0.97
CCCc1ccc2oc(C(=O)N3CCC(N4CCCC(O)C4)CC3)c(C)c2c1 (stereo not drawn)	i	-1.5
O=C(Nc1cnccn1)C1c2ccccc2Oc2ccccc21	i	-1.4
CCn1nnnc1SCC(=O)c1cc(OC)ccc1OC	i	1.6
CCc1nnc(NC(=O)CSc2nnc(-c3ccco3)o2)s1	i	-1
O=C(c1cccnc1)N1CCN(C(=O)c2cccs2)CC1	i	-0.87
Cc1cc(C)c(NC(=O)c2ccoc2C)c(C)c1	i	0.72
CC1(C)CC(=O)C=C(Nc2ccccc2F)C1	i	2.3
O=C(COc1ccc(S(=O)(=O)NC2CCCCC2)cc1Cl)NCc1cccnc1	i	0.57
COc1cccc(C(=O)Nc2nnc(SCC(=O)NC3CCCC3)s2)c1	i	0.12
Cc1ccc(C)c(OCCC(=O)N2CCN(S(=O)(=O)c3cc(C)ccc3C)CC2)c1	i	-0.82
COc1ccccc1NC(=O)CSc1nc2sc3c(c2c(=O)n1-c1ccccc1)CCN(C)C3	i	2.2
C=CCn1c(C)cc(-c2csc(NC(=O)C3=COCCO3)n2)c1C	i	1.8
CCN(CC)S(=O)(=O)c1ccc(O)c(C(=O)OCC(=O)N2CCCC2)c1	i	0.39
CCc1ccccc1NC(=O)COc1ccc2oc(-c3ccc(OC)cc3)cc(=O)c2c1	i	1.2
Cc1ccccc1C(=O)NNC(=S)NC(=O)c1ccccc1	i	0.56
CN(CCNC(=O)C1CCN(S(=O)(=O)c2cnc[nH]2)CC1)Cc1ccccc1	i	0.61
Cc1cc(C)nc(N/N=C/C(Cl)=C/c2ccccc2)n1	i	-1.1
CC(C)(C)c1ccc(-n2ncc3c2CCCC3NC(=O)CCN2CCCCC2=O)cc1 (stereo not drawn)	i	2
CC(=O)c1cccc(NC(=O)N2CCCC2C(=O)Nc2ccccc2C)c1 (stereo not drawn)	i	-1.1
COc1ccccc1CC(=O)NCC1CCCO1 (stereo not drawn)	i	0.48
COC(=O)CSc1nc(N)nc(C)c1Br	i	0.42
COc1ccc(S(=O)(=O)NCCSc2ccccc2)cc1OC	i	0.17
O=C(CSc1ncn(-c2ccccc2)n1)Nc1nc2c(s1)CCCC2	i	-1.5
CC(C)c1ccc2c(c1)C(c1cccs1)=NNC(c1ccncc1)=N2	i	-0.06
COc1ccc(CC(=O)NC2CCS(=O)(=O)C2)cc1 (stereo not drawn)	i	0.8
Cc1sc2nc(CC(=O)NN)[nH]c(=O)c2c1C	i	0.02
COc1ccc(CCn2c(=N)c(C(=O)NCC3CCCO3)cc3c(=O)n4ccccc4nc32)cc1 (stereo not drawn)	i	0.02
CC(C)(C)NC(=O)C(=O)NNC(=O)c1ccccc1Br	i	-0.44
CCc1nnc(NC(=O)C2CCCN2S(=O)(=O)c2ccccc2)s1 (stereo not drawn)	i	-2
CC(C)(C)OC(=O)N1CCCC(C(=O)CC#N)C1 (stereo not drawn)	i	-0.36
COc1ccc(-c2csc(NC3CCCCC3)n2)c(OC)c1	i	1.3
COc1ccc(NC(=O)Cc2ccccc2F)cn1	i	-0.06
CCCCC(=O)Nc1cc(NC(=O)CCCC)cc(C(=O)O)c1	i	0.13
CCN1C(=O)C(O)(CC(=O)/C=C/C=C/c2ccccc2)c2ccccc21 (stereo not drawn)	i	-1.7
O=C(NCC1CCCN(Cc2ccc3nonc3c2)C1)c1cccc(C(F)(F)F)c1 (stereo not drawn)	-5.7*	-0.16
Cc1csc(NC(=O)CSc2nnc(-c3ccoc3C)n2CCc2ccccc2)n1	i	-2.5
N#CCCn1cc(/C=N/NC(N)=S)c(-c2ccc(-c3ccccc3)cc2)n1	i	-0.71
COc1ccc(N2CCN(C(CNC(=O)C(=O)NCCC3=CCCCC3)c3ccco3)CC2)cc1 (stereo not drawn)	i	1.1
COc1cc(C2C(C#N)=C(N)Oc3cc(C)n(CCN4CCOCC4)c(=O)c32)cc(OC)c1OC (stereo not drawn)	i	-0.55
CC(=O)N1CCC(N(CCCOC(C)C)S(=O)(=O)c2ccc([N+](=O)[O-])cc2)CC1	i	-2.6
CCN(CC)c1ccc(/C=C2\SC(N)=NC2=O)cc1	i	-0.36
Cc1cccc(C(=O)Nc2ccc(S(=O)(=O)N3CCOCC3)cc2C)c1	i	0.79
COc1ccc(OC)c(S(=O)(=O)N/N=C(/C)c2ccc3c(c2)OCO3)c1	i	-0.23
O=C(O)/C=C/C(=O)NCCC(c1ccccc1)c1ccccc1	i	0.04
Cc1cc(NC(=O)CCC(=O)N(C(C(=O)NC(C)(C)C)c2ccccc2Cl)C(C)(C)C)no1 (stereo not drawn)	i	0
Cn1ncc(Cl)c1C(=O)N1CCN(c2ccc(F)cc2)CC1	i	-0.02
CC1=NNC(=O)C1CCC(=O)N/N=C/c1ccc(Cl)cc1Cl (stereo not drawn)	i	0.01

# (next part)
# Order of values: KCNQ2 block	Kir21 inh
- Oc1ccc[n+](/C=C\c2ccccc2)c1
→ i	-0.65
- O=C(CSc1nnnn1C1CCCC1)NCc1ccc2c(c1)OCO2
→ i	0.02
- O=C(c1ccc2c(c1)OCO2)N1CCc2ccccc21
→ i	-0.26
- CCCCN(C(=S)Nc1cccc(SC)c1)C1CCN(C(C)=O)CC1
→ i	0.55
- Cc1ccc(S(=O)(=O)CC(c2ccccc2)N2CCCCC2)cc1 (stereo not drawn)
→ i	-0.82
- COc1ccc(S(=O)(=O)c2ccc(O)cc2)cc1
→ i	-1.5
- COc1ccc(CNC(=O)COC(=O)/C=C/c2ccco2)cc1
→ i	-4.1
- Cc1[nH]c2ccc(F)cc2c1CCN(Cc1ccncc1)C(=S)Nc1cccc(F)c1
→ i	-0.46
- CC/C(=N\NC(=O)C1CC1)c1cccc(Cl)c1
→ i	-0.97
- O=C(Cn1c(-c2ccc(Cl)cc2)noc1=O)N1CCN(c2ccccc2F)CC1
→ i	-1.6
- CC(C)c1ccc(NC2CCCN(C(=O)CCN3CCOCC3)C2)cc1 (stereo not drawn)
→ i	-1.2
- COc1ccc(-n2c(Cc3cccn3C)nnc2SCC(=O)Nc2ccc3c(c2)OCO3)cc1
→ i	0.86
- CN(C(=O)c1ccc2c(=O)n3c(nc2c1)CCCCC3)c1cccc(Cl)c1
→ i	-1.1
- CCN1CCN(c2ncnc3c2cnn3-c2ccc(C)cc2C)CC1
→ i	-1.3
- CCOc1ccccc1NC(=O)c1cc(S(=O)(=O)N2CCOCC2)ccc1C
→ i	-0.09
- O=C(CSc1nnc(C2COc3ccccc3O2)o1)N1CCOCC1 (stereo not drawn)
→ i	1.3
- O=C(Nc1ccc2c(c1)OCO2)c1ccc(NC2CC2)c([N+](=O)[O-])c1
→ i	0.02
- COc1cc(NC(=O)c2cccnc2)c(Cl)cc1NC(=O)c1ccc(Cl)cc1
→ i	1.1
- Cc1cc(C)cc(-n2c(O)c(C=NC3CCS(=O)(=O)C3)c3ccccc3c2=O)c1 (stereo not drawn)
→ i	1.5
- CCCCNC(=O)CSc1nc2cc(OC)c(OC)cc2c(=O)n1Cc1ccc(OC)cc1
→ i	0.05
- Clc1ccc(NCc2nnc3n2CCCCC3)cc1
→ i	-2.6
- Cc1ccc(S(=O)(=O)NCC(=O)OCC(=O)NC(=O)NC2CCCC2)cc1
→ i	0.58
- CC(C)c1cc(NCCOCCO)n2c(nc3ccccc32)c1C#N
→ i	1.2
- CCOc1ccc(/C=N/NC(=O)C(C)N(c2ccc(OC)cc2)S(C)(=O)=O)cc1 (stereo not drawn)
→ i	2.7
- O=C(Oc1ccccc1)N1CCN(C(=O)c2ccco2)CC1
→ i	0
- CC(C)N(C(=O)COc1ccc(Br)cc1Cl)C(C)C
→ -5.7*	-0.15
- COc1ccc2[nH]c(=O)c(CN(C(C)=O)c3ccc(C)c(C)c3)cc2c1
→ i	-0.39
- O=C(NCc1ccncc1)C(=O)Nc1ccc2c(c1)OCO2
→ i	-0.84
- CCOc1ccccc1OCCCOc1ccc(C)cc1Br
→ i	-1.9
- O=C(CSCCc1ccccn1)Nc1cccnc1
→ i	0.03
- CCOC(=O)c1cnn2c(C)cc(-c3ccc(F)cc3)nc12
→ i	-1.2
- O=C(Nc1ccc2c(c1)OCO2)c1cc(-c2ccncc2)nc2ccccc12
→ i	-1
- NS(=O)(=O)c1ccc(NC(=S)NC2CC2)cc1
→ i	-0.54
- C/C(=N\N=C(N)N)c1cc(Cl)ccc1Cl
→ i	-5.8*
- COCC(=O)Nc1ccc([N+](=O)[O-])cc1OC
→ i	0.95
- Cc1ccccc1C(=O)NCC(=O)NCC1(N2CCOCC2)CCCCC1
→ i	0.99
- CCCC1CCC(c2nc(-c3cccnc3)no2)CC1 (stereo not drawn)
→ i	0.08
- CN(C)C(=O)c1cc(S(=O)(=O)N(C)C)c(Cl)cc1N1CCCC1
→ i	0.77
- Cc1ccc(NC(=O)CN2CCc3cc4c(cc3C2)OCCCO4)cc1
→ i	0.36
- CCc1ccc(Nc2cc(C(=O)NCCCN3CCOCC3)c3ccccc3n2)cc1
→ i	-0.98
- COCCn1c(NCc2ccc(C)cc2)nc2c1c(=O)[nH]c(=O)n2C
→ i	-1.2
- O=C(/C=C/c1ccco1)NC(=S)Nc1ccccc1N1CCCC1
→ i	-0.73
- Cc1ccc2[nH]c3c(c2c1)CN(C(=O)CN1CCN(c2ccccn2)CC1)CC3
→ i	-0.99
- CC1Sc2ccc(S(=O)(=O)N3CCC(C(=O)NCc4ccccc4)CC3)cc2NC1=O (stereo not drawn)
→ i	0.06
- O=C(c1cc(N2C(=O)C3C4CCC(C4)C3C2=O)ccc1Cl)N1CCN(c2ccc(F)cc2)CC1 (stereo not drawn)
→ i	0.47
- CCN(C(=O)CCS(=O)(=O)c1cccc2nsnc12)c1cccc(C)c1
→ i	-1.9
- CN(C)CCOCCOc1ccc(Cl)cc1Br
→ i	2.4
- CNC(=O)c1cc2c(ccc3ccccc32)oc1=N
→ i	1.8
- Cc1c(C(=O)Nc2cc(F)cc(F)c2)cnn1-c1ccccc1
→ i	0.91
- COC(=O)c1c(NC(=O)CSc2nnc(-c3ccco3)n2Cc2ccccc2)sc(C)c1C
→ i	0.29
- O=C(COC(=O)/C=C/c1cccc(F)c1)Nc1ccccc1-c1ccccc1
→ i	0.78
- CCOc1ccc(-n2c(SCC(=O)Nc3cc(C)on3)nnc2-c2c[nH]c3ccccc23)cc1
→ i	1.3
- C=CCn1c(SCC(=O)NCCC2=CCCCC2)nc2ccc(Cl)cc2c1=O
→ i	-1.6
- CCOC(=O)C1=C(C)NC(=O)NC1c1ccc(-c2ccc(F)cc2)o1 (stereo not drawn)
→ i	-1.9
- COc1ccc(/C(C)=N/NC(=O)Cc2c(C)nc(C)[nH]c2=O)cc1
→ i	1.4
- CCc1ccc2c(c1)c(N=NC1=NC(=O)CS1)c(O)n2CC
→ i	0.01
- NC(=O)c1nsc(C(=O)N(c2ccccc2)C(C(=O)NC2CCCC2)c2cccs2)c1N (stereo not drawn)
→ i	-0.25
- CCc1noc(C)c1C(=O)Nc1ccc(S(=O)(=O)N2CCC(C)CC2)cc1
→ i	-0.92
- CC(=O)N(C)c1ccc(NC(=O)COc2ccc(Br)cc2C)cc1
→ i	-1.5
- Cc1ccccc1C(=O)N1CCN(c2ccc(NC(=O)c3cccnc3Cl)cc2)CC1
→ i	1.2
- O=C(CCN1C(=O)c2cccc3cccc(c23)C1=O)NCc1cccnc1
→ i	-0.24
- Clc1ccc(-n2nnnc2CN2CCCCC2)cc1Cl
→ i	-1.2

# Three compounds out of the list, ordered by SMILES length, descending:
# Order of values: KCNQ2 block	Kir21 inh
- CCOc1ccc(-n2c(SCC(=O)Nc3cc(C)on3)nnc2-c2c[nH]c3ccccc23)cc1
→ i	1.3
- NC(=O)c1nsc(C(=O)N(c2ccccc2)C(C(=O)NC2CCCC2)c2cccs2)c1N (stereo not drawn)
→ i	-0.25
- Cc1ccccc1C(=O)N1CCN(c2ccc(NC(=O)c3cccnc3Cl)cc2)CC1
→ i	1.2

# In the list so far, these have a tert-butyl group.
# Order of values: KCNQ2 block	Kir21 inh
- CC(C)(C)c1ccc(-n2ncc3c2CCCC3NC(=O)CCN2CCCCC2=O)cc1 (stereo not drawn)
→ i	2
- CC(C)(C)NC(=O)C(=O)NNC(=O)c1ccccc1Br
→ i	-0.44
- CC(C)(C)OC(=O)N1CCCC(C(=O)CC#N)C1 (stereo not drawn)
→ i	-0.36
- Cc1cc(NC(=O)CCC(=O)N(C(C(=O)NC(C)(C)C)c2ccccc2Cl)C(C)(C)C)no1 (stereo not drawn)
→ i	0
